TRPC6 act: mouse TRPC6 channel activators, primary screen, cell-based, HEK293, membrane potential dye. Short transient receptor potential channel 6 (Mus musculus), Q61143. 310,000 compounds, 0.13% hits. HEK293-TRPC6 membrane potential dye fluorescence; hits give high values. AID 2550, 2010. B-score at 10 µM;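 active = B-score of the integrated fluorescence ratio above library mean plus 3 SD, and starting fluorescence ratio within library mean plus 5 SD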;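 also: higher score means more depolarization so channel activation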
Target sequence (Q61143 whole entry, looked up): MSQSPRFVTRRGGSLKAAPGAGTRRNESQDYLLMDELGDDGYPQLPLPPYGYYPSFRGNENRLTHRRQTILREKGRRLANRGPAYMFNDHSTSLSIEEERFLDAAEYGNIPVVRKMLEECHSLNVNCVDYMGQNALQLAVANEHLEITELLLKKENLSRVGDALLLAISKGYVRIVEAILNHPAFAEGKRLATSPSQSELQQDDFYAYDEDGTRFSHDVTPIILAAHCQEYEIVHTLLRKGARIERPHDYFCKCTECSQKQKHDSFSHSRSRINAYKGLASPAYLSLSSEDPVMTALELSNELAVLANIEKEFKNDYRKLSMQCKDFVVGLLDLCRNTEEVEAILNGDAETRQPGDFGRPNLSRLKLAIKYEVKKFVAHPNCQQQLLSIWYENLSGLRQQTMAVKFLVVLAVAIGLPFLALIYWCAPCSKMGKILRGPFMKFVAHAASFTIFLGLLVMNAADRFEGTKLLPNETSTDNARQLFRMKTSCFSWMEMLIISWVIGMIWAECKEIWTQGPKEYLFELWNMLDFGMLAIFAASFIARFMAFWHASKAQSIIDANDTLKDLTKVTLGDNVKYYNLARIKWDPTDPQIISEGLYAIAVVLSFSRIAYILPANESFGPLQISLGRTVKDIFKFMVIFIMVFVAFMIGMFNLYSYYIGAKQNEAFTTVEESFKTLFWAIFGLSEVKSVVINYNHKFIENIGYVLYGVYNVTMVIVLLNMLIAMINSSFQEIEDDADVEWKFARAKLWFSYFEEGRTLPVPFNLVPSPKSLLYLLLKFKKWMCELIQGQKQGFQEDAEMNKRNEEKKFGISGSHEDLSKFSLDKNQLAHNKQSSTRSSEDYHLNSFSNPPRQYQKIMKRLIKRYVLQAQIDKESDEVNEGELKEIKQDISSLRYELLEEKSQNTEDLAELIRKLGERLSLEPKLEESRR
SKKanGAS inh: S. pyogenes SKKanGAS growth inhibitors in kanamycin, primary screen, streptokinase expression inhibitor project, SKKanGAS strain, BacTiter-Glo luminescence; 6 h; inhibition, % at 7.5 µM; 300,000 compounds, 1.3% hits;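 active = mean replicate score, as percent of positive control median, at least 50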;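 also: strain carries kanamycin resistance gene driven by streptokinase promoter and grows in 40 µg/ml kanamycin; loss of luminescence reflects streptokinase promoter inhibition or plain growth inhibition; 0% = median of DMSO wells and 100% = positive control at its reference dose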
MrgX1 allo act: positive allosteric modulators of MrgX1, primary screen, HEK293 cells, Fluo-4 calcium flux | 310,000 compounds, 0.63% hits | FDSS; hits give high values | Mas-related G-protein coupled receptor member X1 (Homo sapiens), Q96LB2 | B-score at 10 µM;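 active = plate-corrected calcium response at least 3 library SD above typical, normal starting fluorescence, not activating the receptor alone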;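 also: compound read alongside a low EC10 to EC30 dose of BAM8-22 agonist; peak minus trough fluorescence over baseline measured at the second addition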
TRPC4 agonist: activators of mouse TRPC4 channel, primary screen, Fluo4 calcium, HEK293 TRPC4beta/mu-opioid cells; Short transient receptor potential channel 4 (Mus musculus), Q9QUQ5; Fluo4 calcium fluorescence; hits give high values; B-score at 10 µM; 310,000 compounds, 0.49% hits; AID 2237, 2010;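 active = B-score above 5 SD of library B-scores, and initial fluorescence ratio not above library mean plus 5 SD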;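 also: positive B-score marks a calcium rise read as TRPC4 activation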
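Material: HEK293 stable line with TRPC4beta plus mu-opioid receptor; technique: Fluo4 calcium-sensitive dye fluorescence, kinetic, 1 Hz baseline; timing: Fluo4 dye loading 45 min at room temperature, 110 s recording; controls: assay buffer as low control, maximal DAMGO as high control; read-out: integrated baseline-normalised fluorescence ratio, converted to per-well B score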
TRPC6 inh: mouse TRPC6 channel inhibitors, primary screen, cell-based, HEK293, membrane potential dye; Short transient receptor potential channel 6 (Mus musculus), Q61143; ACh-evoked depolarization; hits give low values; B-score at 10 µM; 310,000 compounds, 1.1% hits;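 active = B-score under library mean minus 3 SD, initial fluorescence not abnormally high, positive integrated signal ratio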;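 also: B-score derived from integrated fluorescence ratio over the kinetic read; more negative B-score means stronger inhibition of depolarization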
MrgX1 antagonist: antagonists of human MrgX1 receptor, primary screen, HEK293 cells, Fluo-4 calcium flux; B-score at 10 µM; AID 588676, 2011; BAM8-22 antagonism; hits give low values; Mas-related G-protein coupled receptor member X1 (Homo sapiens), Q96LB2; 310,000 compounds, 1.3% hits;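 active = calcium-response B-score plate-corrected more than 3 library SD below zero, starting fluorescence within 5 deviations, no agonist response on first addition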;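 also: peak minus trough fluorescence over baseline after final BAM8-22 challenge near maximal dose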
TRPC4 inh: inhibitors of mouse TRPC4 channel, primary screen, Fluo4 calcium, HEK293 TRPC4beta/mu-opioid cells; Short transient receptor potential channel 4 (Mus musculus), Q9QUQ5; DAMGO-evoked Fluo4 calcium flux; hits give low values; B-score at 10 µM; 300,000 compounds, 0.39% hits;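 active = B-score over 3 SD under the library average, no early fluorescence shift, positive overall ratio signal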
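Test system – stable TRPC4beta/mu-opioid receptor HEK293 cells · Probe or stimulus – DAMGO, a submaximal dose followed by a maximal one · Dosing – one concentration per compound · Signal – Fluo4 calcium fluorescence by kinetic imaging, 5 s 1 Hz baseline · Evaluation – per-well B score of integrated baseline-normalized Fluo4 ratio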
TRPC4 potent: positive allosteric modulators of TRPC4, primary screen, cell-based, mouse TRPC4beta, HEK293 mu-opioid, Fluo-4 calcium. DAMGO EC20, Fluo-4 Ca2+ flux; hits give high values. AID 2227, 2009. B-score at 10 µM. 310,000 compounds, 0.42% hits;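 active = B-score of calcium response area above 5 SD of library B-scores, with initial fluorescence ratio within 5 SD of library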;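 also: B-score of integrated fluorescence ratio over time as area under calcium response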
ANO1 block: TMEM16A chloride channel inhibitors, primary screen, cell-based, HTS. Anoctamin-1 (Mus musculus), Q8BHY3. HEK293 TMEM16A/YFP iodide influx fluorescence, ionomycin. normalized B-score (activity score, 25-100; higher = stronger inhibition) at 10 µM. 310,000 compounds, 1.2% hits;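 active = ratio plate-corrected score three or more library SD toward inhibition, starting fluorescence score within five deviations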;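 also: score derived from kinetic fluorescence span divided by baseline fluorescence per well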
ANO1 activ: TMEM16A chloride channel activators or potentiators, primary screen, cell-based, HTS; B-score at 10 µM; 340,000 compounds, 0.3% hits; HEK293 TMEM16A/YFP-H148Q/I152L, iodide quench fluorescence; hits give low values;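 active = fluorescence-ratio B-score plate-corrected deviation score at least 3 library SD below zero, with starting fluorescence score within 5 deviations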;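 also: channel opened by trigger with iodide after compound preincubation; score built on the fluorescence ratio of max minus min over baseline; more negative score means more quench and so TMEM16A activation or potentiation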
MrgX1 ag: agonists of human MrgX1 receptor, primary screen, HEK293 cells, Fluo-4 calcium flux. Mas-related G-protein coupled receptor member X1 (Homo sapiens), Q96LB2. Fluo-4 calcium fluorescence, agonist mode; hits give high values. B-score at 10 µM. 310,000 compounds, 0.44% hits;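 active = calcium response B-score plate-corrected fluorescence ratio at least 3 library SD, with starting fluorescence B-score inside 5 SD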
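Test system: HEK293 cells stably expressing human MrgX1 receptor; amount: 15,000 cells per well; doses: compound delivered in addition one of three; times: overnight plating before 1 h dye loading; detection: Fluo-4 NW calcium-flux fluorescence, kinetic read; read-out basis: B-scored fluorescence response ratio; controls: positive and negative controls per plate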
Starred values were filed as active, the others as inactive; i = inactive; · = no result given. Rows are unselected, and some 6.7% of all compounds hit somewhere here.

SMILES | TRPC6 act | SKKanGAS inh | MrgX1 allo act | TRPC4 agonist | TRPC6 inh | MrgX1 antagonist | TRPC4 inh | TRPC4 potent | ANO1 block | ANO1 activ | MrgX1 ag
CCCNC(=O)c1cccc(COCC(F)(F)C(F)F)c1 | i | 1 | i | i | i | i | i | i | i | i | i
COCCNc1nc(-c2ccccc2)nc2c1oc1ccccc12 | i | -7 | i | i | i | i | i | i | i | i | i
CCCC(C(=O)NC1CCCC1)N(C(=O)Cn1nnc(-c2ccc(C)o2)n1)c1ccccc1F (stereo not given) | i | 3 | · | i | i | · | i | i | · | i | ·
Cc1cc(C)n(-c2nc3ccccc3nc2N2CCCC2)n1 | i | -4 | i | i | i | i | i | i | i | i | i
c1ccc(-c2csc3ncnc(NCC4COc5ccccc5O4)c23)cc1 (stereo not given) | i | 2 | i | i | i | i | i | i | i | i | i
Cc1c(Cl)c(-c2n[nH]c(=S)n2-c2ccc(F)cc2)nn1C | i | 2 | i | i | i | i | i | i | i | i | i
Cc1cc(OCCN2CCCC2)ccc1C(C)C | i | -3 | i | i | i | i | i | i | i | i | i
CCCOc1ccc(/C=N/Nc2cccc([N+](=O)[O-])c2)c(O)c1 | i | -1 | i | i | i | i | i | i | i | i | i
CCOc1ccccc1NC(=O)Cc1coc2ccc(C)cc12 | i | 10 | 14* | i | i | i | i | i | i | i | i
CNS(=O)(=O)c1ccc(NC(=O)c2ccccn2)cc1 | i | -14 | i | i | i | i | i | i | i | i | i
Cc1cccc(CCNS(=O)(=O)c2ccc(S(=O)(=O)N3CCC(C)CC3)cc2)c1 | i | -6 | i | i | i | i | i | i | i | i | i
Cc1ccc(/C=N/c2sc(Cc3ccccc3)c(C)c2C(N)=O)o1 | i | 2 | i | i | i | i | i | i | i | i | i
CCOc1ccc(-c2nc(C#N)c(N3CCOCC3)o2)cc1 | i | -6 | i | i | i | i | i | i | i | i | i
O=C(Nc1nc2cc3c(cc2s1)OCCO3)c1ccco1 | i | 62* | i | i | i | i | i | i | i | i | i
O=C1OC(NCc2cccnc2)(c2ccc(Cl)cc2)c2ccccc21 (stereo not given) | i | -1 | i | i | i | i | i | i | i | i | i
CCCCCN1C=CC=C/C1=C\C=C(C#N)C#N | 15* | -3 | i | i | -5.3* | i | i | i | i | i | i
CC(=O)Nc1ccc(NC(=O)c2c(-c3ccccc3)noc2C)cn1 | i | 33 | i | i | i | i | i | i | i | i | i
CN(C)/C=C/C(=O)c1ccc2noc(-c3ccc(F)cc3)c2c1 | i | 12 | i | i | i | i | i | i | i | i | i
Cc1ccsc1CN(C(=O)c1ccc([N+](=O)[O-])cc1)C1CCS(=O)(=O)C1 (stereo not given) | i | -4 | i | i | i | i | i | i | i | i | i
CCN(CC)CCCCOc1ccccc1OC | i | -6 | i | i | i | i | i | i | 100* | i | i
Cc1ccccc1C(=O)NC(=S)Nc1ccccc1C(F)(F)F | i | 25 | i | i | i | i | i | i | i | i | i
COc1cccc(CN2CCC(n3nccc3NC(=O)C3CC3)CC2)c1 | i | 0 | i | i | i | i | i | i | i | i | i
O=C(NCCCN1CCOCC1)c1onc(CSc2ccccn2)c1C(=O)NCCCN1CCOCC1 | i | 3 | i | i | i | i | i | i | i | i | i
CC12CCC(=O)N1C(C(=O)N1CCN(c3ccc(C(F)(F)F)cc3[N+](=O)[O-])CC1)CS2 (stereo not given) | i | 2 | i | i | i | i | i | i | i | i | i
Cc1cc(C)c(C#N)c(SCC(=O)C(C)(C)C)n1 | i | 1 | i | i | i | i | i | i | i | i | i
Cc1cccc(C(=O)NNS(=O)(=O)c2ccccc2[N+](=O)[O-])c1 | i | -3 | i | i | i | i | i | i | i | i | i
Cc1cccc(NC(=O)C2CCN(S(=O)(=O)c3c(C)noc3/C=C/c3ccco3)CC2)n1 | i | 28 | i | i | i | i | i | i | i | i | i
Cc1noc(C)c1COc1ccccc1C(=O)N1CCN(S(=O)(=O)c2ccccc2F)CC1 | i | 0 | i | i | i | i | i | i | i | i | i
COc1ccc(C2c3c(oc4ccc(Cl)cc4c3=O)C(=O)N2CCN2CCOCC2)cc1 (stereo not given) | i | -9 | i | i | i | i | i | i | i | i | i
CC(C)c1c(O)nc(SCc2ccccc2)[nH]c1=O | · | 12 | i | · | · | i | · | · | i | i | i
O=C(CCNC(=O)c1ccc(Cl)cc1)Nc1ccc(F)cc1F | i | -8 | i | i | i | i | i | i | i | i | i
COC(=O)Cc1cc(=O)[nH]c(/N=C(\N)Nc2ccc(C)cc2)n1 | i | -8 | i | i | i | i | i | i | i | i | i
CCCCCc1ccc(-c2ccc(C(=O)O)cc2)nc1 | · | 8 | i | · | · | i | · | · | i | i | i
CCOC(=O)C1C(=O)Oc2ccc3ccccc3c2C1C1CCOC1=O (stereo not given) | i | -3 | i | i | i | i | i | i | i | i | i
Cc1cccc(NC(=S)NC(C)(C)CC(C)(C)C)c1 | i | 15 | i | i | i | i | i | i | i | i | i
COC(=O)c1ccc(NC(=O)c2ccccc2N(C)S(=O)(=O)c2ccccc2)cc1 | i | -3 | i | i | i | i | i | i | i | i | i
O=C(CN1C(=O)c2ccccc2S1(=O)=O)NCc1ccccc1Cl | i | 0 | i | i | i | i | i | i | i | i | i
O=C1CN(C(=O)CN2C(=O)NC3(CCCCC3)C2=O)c2ccccc2N1 | i | 0 | i | i | i | i | i | i | i | i | i
CNC(=O)C1C2C=CC3(O2)C1C(=O)N(C1CC1)C3C(=O)NCc1ccc(OC)cc1 (stereo not given) | i | 9 | i | i | i | i | i | i | i | i | i
CN(C(=O)COC(=O)C1CCN(S(=O)(=O)c2c(Cl)cccc2Cl)CC1)C1CCS(=O)(=O)C1 (stereo not given) | i | 7 | i | i | i | i | i | i | i | i | i
CCOC(=O)c1cnc2c(cnn2C)c1NCCC(O)C(F)(F)F (stereo not given) | i | -8 | i | i | i | -4.8* | i | i | i | i | i
O=C1CCC(O)CCN1CCSc1ccccc1 (stereo not given) | i | 3 | i | i | i | i | i | i | i | i | i
Cc1ccc(S(=O)(=O)N2CCN(C3CCC(c4ccccc4)CC3)CC2)cc1 (stereo not given) | i | 14 | i | i | i | i | i | i | i | · | i
Cn1c(NC(=O)c2ccc(Cl)cc2)c(-c2ccccn2)c(=O)c2ccccc21 | i | -11 | i | i | i | i | i | i | i | i | i
O=C(CCS(=O)(=O)c1ccc(Br)cc1)Nc1ccccc1Cl | i | -2 | i | i | i | i | i | i | i | i | i
Cc1c(OCC(N)=O)ccc2c(-c3ccccc3)cc(=O)oc12 | i | -2 | i | i | i | i | i | i | i | i | i
CCOC(=O)c1csc(NC(=O)COc2ccc(Cl)cc2Cl)n1 | i | -6 | i | i | i | i | i | i | i | i | i
CCOC(=O)C1=C(C)N(c2ccc(C)cc2)C(=O)/C1=C\c1cccs1 | i | 2 | i | i | i | i | i | i | i | i | i
O=C(NCc1ccccc1F)C1CCCN(S(=O)(=O)N2CCOCC2)C1 (stereo not given) | i | -2 | i | i | i | i | i | i | i | i | i
Cc1ccc(-c2nnc(SCC(=O)O)n2N)cc1 | i | -9 | i | i | i | i | i | i | i | i | i
C/C(CCc1ccccc1)=N/NC(=O)C(=O)NCc1ccccc1 | i | -6 | i | i | i | i | i | i | i | i | i
COc1cc(C)c(S(=O)(=O)NCc2ccc3c(c2)OCO3)cc1C | i | -5 | i | i | i | i | i | i | i | i | i
Cn1c(CSc2nnc(SCc3ccccc3)s2)nc2ccccc21 | i | -1 | i | i | i | i | i | i | i | i | i
CCN(CC)CCOC(=O)c1ccc(NC(=S)NC(=O)/C=C/c2ccco2)cc1 | i | 8 | i | i | i | i | i | i | i | · | i
CNC(=O)CSc1n[nH]c(-c2cc(Cl)ccc2OC)n1 | i | -2 | i | i | i | i | i | i | i | i | i
COc1cccc(C2C(=O)c3ccccc3C2=O)c1 | i | 0 | i | i | i | i | i | i | i | i | i
CCOC(=O)c1c(NC(=O)C2CCCCC2)sc2c1CCN(C(C)C)C2 | i | 2 | i | i | i | i | i | i | i | i | i
COc1cc2c(cc1OC)CN(C(=O)c1ccc(-c3ccccc3)cc1)CC2 | i | 20 | i | i | i | i | i | i | i | i | i
Cc1[nH][nH]c(=O)c1C(c1ccc2c(c1)OCO2)c1c(C)[nH][nH]c1=O | i | 9 | i | i | i | i | i | i | i | i | i
Cc1ccc(NC(=O)N2N=C(c3ccc(F)cc3)CC2c2ccc(F)cc2)cc1 (stereo not given) | i | 13 | i | i | i | i | i | i | i | i | i

The list goes on.
SMILES | TRPC6 act | SKKanGAS inh | MrgX1 allo act | TRPC4 agonist | TRPC6 inh | MrgX1 antagonist | TRPC4 inh | TRPC4 potent | ANO1 block | ANO1 activ | MrgX1 ag
Cc1ccc2nc(N3C(=O)C(O)=C(C(=O)c4ccc(C)o4)C3c3cccc(O)c3)sc2c1 (stereo not given) | i | 44 | i | i | i | i | i | i | i | i | i
CSc1nnc(C)c(/C=C/NOCc2ccc(Cl)cc2)n1 | i | -18 | i | i | i | i | i | i | i | i | i
CCOC(=O)COc1ccc(Br)cc1/C=C1\SC(N)=NC1=O | i | 11 | i | i | i | i | i | i | i | i | i
CCCCn1c(N)c(N(Cc2ccccc2OC)C(=O)CCC(C)C)c(=O)[nH]c1=O | i | -1 | i | i | i | i | i | i | i | i | i

High-throughput results as filed in PubChem BioAssay.
